# Screening results as filed in PubChem BioAssay.
# aDG glyco up – activators of alpha-DG glycosylation, primary screen, uHTS, Pro5-aDG cells, AlphaScreen. 360,000 tested, 0.22% active. alpha-DG glycosylation AlphaScreen (IIH6); 0% Pro5, 100% B10-LARGE cell signal. AID 624168, 2012. activation, % at 10 µM;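 active means activation of at least 8% versus controls, or a plate z-score of at least 8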;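 further: Pro5 are CHO cells carrying HIG-tagged alpha-DG that lacks glycosylation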
# Granule exo inh – LAMP-1 surface exposure blockers, TALL-104 cells – cell-based, flow cytometry, MLPCN library, primary screen; 360,000 tested, 0.66% active; TALL-104 LAMP-1 surface exposure; cells stimulated with thapsigargin and PMA; inhibition, % at 10 µM; AID 651702, 2012;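 active means inhibition above about 55%, limit read from the data; inconclusive means no clear call, values can overlap the other calls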
# CaV13 ICDI inh – Disruptors of the CACNA1D IQ motif to Ca2+-dependent inactivation inhibitor domain association, primary screening, Förster resonance energy transfer in intact living …. 340,000 tested, 0.098% active. inhibition, % at 12.3 µM. AID 743397. HEK cells, CFP/YFP FRET ICDI-IQ, plate reader, 10 min; percent FRET-ratio fall versus neutral wells;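 active means mean replicate inhibition of at least 30% and at least 1% of replicates passing that level; inconclusive means only one of the two criteria is met; inactive means neither criterion is met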;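 further: 0% = median of the neutral control wells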
# NR2E3 ag-1 – inhibitors of NR2E3-RetCOR corepressor binding, primary screen, NR2E3 agonist project, biochemical, TR-FRET, GST-NR2E3, biotin-RetCOR. AID 2300, 2010. 320,000 tested, 0.12% active. Photoreceptor-specific nuclear receptor (Homo sapiens), Q9Y5X4. 1536-well. inhibition of corepressor binding, % at 4.78 µM;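 active means percent inhibition above the cutoff of mean plus 3 SD of all tested compounds, set per screening campaign, cut at about 20% in these data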;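 further: 0% = DMSO wells and 100% = biotin wells as full block of FRET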
# Target sequence (Q9Y5X4 whole entry, looked up): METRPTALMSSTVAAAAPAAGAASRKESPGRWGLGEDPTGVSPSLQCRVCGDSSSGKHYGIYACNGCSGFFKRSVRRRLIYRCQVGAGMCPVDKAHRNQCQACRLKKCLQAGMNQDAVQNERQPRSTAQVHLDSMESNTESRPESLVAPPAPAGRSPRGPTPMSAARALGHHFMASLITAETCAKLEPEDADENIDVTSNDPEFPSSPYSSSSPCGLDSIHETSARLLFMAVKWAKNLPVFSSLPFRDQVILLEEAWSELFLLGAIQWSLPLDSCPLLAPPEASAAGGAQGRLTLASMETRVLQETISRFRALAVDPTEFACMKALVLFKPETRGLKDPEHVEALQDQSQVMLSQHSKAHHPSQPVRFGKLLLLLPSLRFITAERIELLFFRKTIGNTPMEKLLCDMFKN
#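 Material – GST-tagged NR2E3 plus biotinylated RetCOR corepressor · Quantity – NR2E3 fusion 1.35 nM · Times – 5 h incubation at 4 °C · Medium – pH 7.5 Tris-based buffer · Technique – TR-FRET, Eu(K)-anti-GST donor, streptavidin-D2 acceptor, ex 340, em 617/671 nm · Benchmarks – high control biotin, low control 0.6% DMSO · Format – 1536-well plates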
# MITF TRPM1 inh – inhibitors of MITF-dependent TRPM1 promoter reporter, primary screen, cell-based, SK-MEL-5, single point, luciferase; SK-MEL-5 TRPM1 promoter luciferase, 24 h; inhibition, % at 12.5 µM; 330,000 tested, 0.83% active; AID 488899, 2010;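 active means mean inhibition across replicates of 60% or more, whatever share of single replicates reaches that level; inconclusive means some that reach 60%, reason not given; inactive means mean inhibition across replicates below 60%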; further: values of inactives mirror those of a sister screen read the other way
# HIF-2a block – HIF-2a reporter inhibitors, primary screen, luminescence, 786-0 RCC cells; 786-0 RCC cells HIF-2a reporter, luciferase luminescence, overnight; inhibition, % at 18.8 µM; 360,000 tested, 0.72% active; AID 624352, 2012;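 active means inhibition of the luminescence signal of 40% or more relative to plate controls, in a single-dose primary screen at 18.75 µM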
# Peg3 prom inh – Peg3 promoter-driven luciferase inhibitors, primary screen, cell-based, HeLa, luciferase luminescence. 360,000 tested, 1.7% active. inhibition, % at 20 µM. HeLa PEG-Prom luciferase reporter, overnight;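 active means inhibition of at least 50% at 20 µM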
# NR2E3 ag-2 – NR2E3 agonists in two-hybrid cells, primary screen, cell-based, luminescence, CHO-S, Gal4-NCOR/VP16-NR2E3; Photoreceptor-specific nuclear receptor (Homo sapiens), Q9Y5X4; luciferase; inhibition of corepressor binding, % at 3.98 µM; 360,000 tested, 0.35% active; AID 602229, 2012;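 active means inhibition above the mean of all tested compounds plus 3 SD, cut at about 70% in these data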;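 further: 0% = DMSO with NR2E3 transfected cells and 100% = cells lacking NR2E3 construct; higher means lower luciferase signal from less NR2E3 corepressor binding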
# hiPSC survival – enhancers of single-cell hiPSC survival, primary screen, ATPlite luminescence. 100% = ROCK inhibitor wells, 0% = DMSO. survival enhancement, % at 20 µM. 360,000 tested, 0.044% active. AID 602274, 2012; in the data active means survival enhancement above about 18%;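 further: cells exposed to compounds for 16 hours before the ATP read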
# Vif imaging – HIV Vif self-association inhibitors, primary screen, imaging, HEK293T, single point; HEK293T cells, Vif self-association by quenched fluorescence, 24 h; inhibition, % at 7.49 µM; 340,000 tested, 0.35% active; in the data active means inhibition above about 50%, passing the limit was not always enough; inconclusive means no clear call, values can overlap the other calls; inactive means below about 31%; further: some results filed as inactive read as strong as hits
# PDI turbidity – inhibitors of human PDI, primary screen, biochemical, turbidity, single point, plate reader. PDI insulin aggregation turbidity, A650, 90 min. inhibition, % at 10 µM. 350,000 tested, 0.052% active. AID 588391, 2011;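 active means mean inhibition across replicates of 30% or more, whatever share of single replicates reach that level; inconclusive means mean inhibition below 30% while every single replicate reaches 30%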;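 further: absorbance from insulin aggregation driven by PDI reduction with DTT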
# Target sequence (P07237 whole entry, looked up): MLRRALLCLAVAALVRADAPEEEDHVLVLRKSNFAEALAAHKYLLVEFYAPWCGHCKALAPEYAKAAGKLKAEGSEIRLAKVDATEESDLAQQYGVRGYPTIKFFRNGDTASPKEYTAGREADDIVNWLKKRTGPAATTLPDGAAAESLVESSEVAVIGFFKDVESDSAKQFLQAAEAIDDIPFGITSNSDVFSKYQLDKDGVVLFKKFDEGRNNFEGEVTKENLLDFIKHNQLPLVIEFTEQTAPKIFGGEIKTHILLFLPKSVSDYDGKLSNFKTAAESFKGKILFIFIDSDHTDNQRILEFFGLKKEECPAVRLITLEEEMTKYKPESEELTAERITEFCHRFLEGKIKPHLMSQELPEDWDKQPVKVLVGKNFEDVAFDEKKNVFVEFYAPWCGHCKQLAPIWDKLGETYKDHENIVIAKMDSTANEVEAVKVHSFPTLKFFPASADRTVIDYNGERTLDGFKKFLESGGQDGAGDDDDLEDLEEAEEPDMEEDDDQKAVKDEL
# Starred values were filed as active, the others as inactive; ? = inconclusive; . = no result given. An unsorted share of the library (roughly 3.5% active in at least one column).
mol	aDG glyco up	Granule exo inh	CaV13 ICDI inh	NR2E3 ag-1	MITF TRPM1 inh	HIF-2a block	Peg3 prom inh	NR2E3 ag-2	hiPSC survival	Vif imaging	PDI turbidity
Cn1nnnc1SCCNCc1ccccc1OCc1ccc(F)cc1	-0.1	3	-4	3	-3	15	7	-27	-0.1	0	-3
COc1ccc(CCNC(=O)C(C(=O)c2ccccc2)n2ccccc2=O)cc1OC (stereo unspecified)	0.1	2	-9	1	-6	-10	-13	-19	-0.3	0	-2
O=C(/C=C/c1cccs1)Nc1scc(-c2ccccc2)c1C(=O)O	-0.1	0	-3	.	-26	-142	-126	-54	-0.5	7	1
O=[N+]([O-])c1cc2c(c(CSc3nnc4ccccn34)c1)OCOC2	-0.3	1	-8	2	6	-10	13	-14	0.9	-7	-1
COc1cc(CCC(=O)NCc2ccc3c(c2)OCO3)cc(OC)c1OC	0.0	5	-5	2	3	21	13	-7	-0.6	11	-2
COCCN(CCOC)c1ncnc2c1cnn2-c1ccc(Cl)cc1	0.0	-2	-9	-5	-52	-179	-165	-38	-0.9	.	-3
Cc1ccc(S(=O)(=O)NC(CCC(N)=O)C(=O)NCc2ccc3c(c2)OCO3)c(C)c1 (stereo unspecified)	-0.4	18	-4	.	-8	0	-1	6	-0.5	5	3
Cc1ccc(OCC(=O)NCCCNC(=O)c2ccncc2)cc1C	0.0	-4	-3	1	-12	6	11	-3	0.0	31	9
Cc1cc2cc(CCNC(=O)c3cccs3)c(=O)[nH]c2cc1C	-0.1	-5	-5	0	.	-94	-198	-107	-2.7	0	9
COc1cccc(NC(=O)CN2C(=O)COc3ccc(Cl)cc32)c1	0.0	8	21	1	-4	6	-8	-8	-1.1	-3	.
CCOC(=O)CSc1nc(-c2ccccn2)ncc1OC	1.3	-3	-5	-4	5	6	-20	-14	-0.4	1	21
CCCn1c(=S)[nH]c2ccc(C(F)(F)F)cc21	0.1	-1	6	-4	4	8	3	-14	-0.1	-3	2

# Additional results
mol	aDG glyco up	Granule exo inh	CaV13 ICDI inh	NR2E3 ag-1	MITF TRPM1 inh	HIF-2a block	Peg3 prom inh	NR2E3 ag-2	hiPSC survival	Vif imaging	PDI turbidity
CCCn1nc(CC(=O)O)c2ccccc2c1=O	-0.2	-13	0	3	-5	8	13	-8	0.7	13	-4
O=C(NOCc1ccccc1)c1ccc(Cl)cc1Cl	0.3	9	-6	-1	11	-50	4	-92	-0.2	-5	0
COC(=O)c1cc2ccccc2n1Cc1ccc(Cl)nc1	0.0	-6	-4	-1	7	23	13	16	0.0	-6	6
O=C(NCCCN1CCOCC1)C(Sc1ccccc1)c1ccccc1 (stereo unspecified)	0.2	18	.	3	-4	15	5	5	-1.7	3	?
CCN(CC)CCCNC(=O)C1CCN(C(=O)c2oc3cc4sc(N(C)C)nc4cc3c2C)CC1	-0.1	-15	-3	3	-100	-99	-121	-11	-0.4	-6	-9
CCOC(=O)C1=C(C)NC(=O)CC1c1cc(OC)c(OC)cc1Br (stereo unspecified)	0.3	4	-4	3	8	21	6	-15	0.4	-2	13
Cc1ccc(NC(=O)CC(NCCN2CCOCC2)C(=O)O)cc1Cl (stereo unspecified)	-0.3	-1	-6	-2	5	14	3	12	1.8	0	-1
CCn1c(-c2ccc(N)cc2)nc2ccccc21	0.2	-10	12	0	-31	-148	-117	-18	0.5	15	1
CCOC(=O)C1=C(CSc2nc3c(cc2C#N)CCC3)OC(N)=C(C#N)C1c1ccccc1 (stereo unspecified)	-0.1	-3	.	-1	6	-61	-24	-45	1.8	-3	5
CC(=O)c1ccc(NC(=O)C(=O)c2cn(CC(=O)N3CCCCC3)c3ccccc23)cc1	0.1	-1	-5	-5	4	5	-4	2	-2.3	-8	-11
CC(C)C(NC(=O)c1ccc(F)cc1)C(=O)N1CCN(c2ccccn2)CC1 (stereo unspecified)	0.0	-5	-2	.	12	13	25	-9	3.6	-2	12
COc1cc2c(cc1OC)C(c1ccc(N(C)C)cc1)NCC2 (stereo unspecified)	0.1	-12	-15	-1	-1	1	1	-7	1.4	8	-9

# (next part)
mol	aDG glyco up	Granule exo inh	CaV13 ICDI inh	NR2E3 ag-1	MITF TRPM1 inh	HIF-2a block	Peg3 prom inh	NR2E3 ag-2	hiPSC survival	Vif imaging	PDI turbidity
COc1ccc(CCNC(=O)C/C(C)=N/NC(=O)c2ccc(N)cc2)cc1OC	0.0	1	-2	0	3	0	6	-35	-2.7	2	4
O=[N+]([O-])c1cccc(Cl)c1CSc1ccccn1	0.1	-1	-5	3	-2	-74	-60	-24	-2.8	3	-7
COc1ccc(CCN2C(=O)NC(NC(=O)CC(C)C)(C(F)(F)F)C2=O)cc1OC (stereo unspecified)	0.0	1	-4	-4	5	5	1	-5	0.2	10	-3
Cc1ccc(NS(=O)(=O)c2ccc(C(=O)N3CCCC(C(F)(F)F)C3)cc2)cc1 (stereo unspecified)	1.7	8	-1	-1	7	18	4	33	-0.4	-13	-1
COc1cc(CN2C(=O)C(CCc3ccccc3)ON=C2c2cnccn2)cc(OC)c1 (stereo unspecified)	-0.1	6	6	.	.	9	16	-21	-0.6	-1	16
O=C(Nc1nccs1)c1nc[nH]c1C(=O)N1CCc2ccccc2C1	-0.1	3	-6	2	-19	10	-6	-21	0.0	0	-4
CCN(CC)S(=O)(=O)c1ccc(NN=C2CCN(C)CC2)c([N+](=O)[O-])c1	0.0	4	2	1	-4	17	4	3	-0.8	-11	-3
O=C(O)C(Cc1ccc(F)cc1)c1ccccc1 (stereo unspecified)	0.3	12	-4	-4	7	23	10	-8	0.5	-5	-2
CC1CCN(C(=S)c2ccccc2O)CC1	-0.1	-1	-4	3	6	9	16	-19	-0.9	0	8
CCOc1ccc(N(Cc2ccc(OC)c(OC)c2)C(=O)c2ccco2)cc1	0.5	1	-3	0	.	5	-9	-13	-0.2	-1	2
Cc1cc2cc(CNC(=O)c3ccc(S(=O)(=O)N4CCCCC4)cc3)ccc2[nH]1	-0.1	-5	-6	3	2	6	8	-22	-1.8	-6	.
O=C(COC(=O)Cc1ccc(Cl)cc1)NCc1ccco1	-0.2	5	-6	.	-8	13	-9	-1	2.6	-1	5

# Carrying on.
mol	aDG glyco up	Granule exo inh	CaV13 ICDI inh	NR2E3 ag-1	MITF TRPM1 inh	HIF-2a block	Peg3 prom inh	NR2E3 ag-2	hiPSC survival	Vif imaging	PDI turbidity
COc1cc(CN(CC2CCCO2)C(=O)c2ccco2)cc(OC)c1OC (stereo unspecified)	-0.1	-1	-5	0	-5	14	-3	-21	0.4	3	-3
Cc1ccc(Cn2cc(CN3CC(N(C)C)CS3(=O)=O)nn2)cc1 (stereo unspecified)	-0.4	-8	-10	.	.	-12	.	0	0.6	.	.
CCN(C(=O)CSc1nnc(C(C)N(C)C)n1-c1ccc(F)cc1)C1CCS(=O)(=O)C1 (stereo unspecified)	-0.2	18	-2	-2	10	4	6	-22	-0.3	-11	0
c1ccc(Cc2cc[n+](Cc3ccccn3)cc2)cc1	-0.1	2	-2	-1	9	13	3	4	0.1	-4	-9
CCOc1ccccc1C(=O)N(CN1CCCC1=O)c1cccc(Cl)c1	0.1	-2	-4	-1	6	11	12	8	-2.9	-4	10
COc1ccc(C2=NS(=O)(=O)N(C)C(C(=O)NC3CCCC3)=C2)cc1	-0.1	0	6	2	.	-2	11	15	4.2	.	.
COc1ccccc1C1CCN(C(=O)c2ccc(C(C)(C)C)cc2)CC1	-0.1	-7	-17	0	-1	24	23	-6	1.4	-13	6
CN1CCN(S(=O)C23CC4CC(CC(C4)C2)C3)CC1 (stereo unspecified)	0.0	-2	-9	-3	-4	17	13	17	0.6	7	3
CC(C)C(=O)N1CCN(c2ccc([N+](=O)[O-])cc2Cl)CC1	-0.1	-4	-5	0	-11	-7	-14	-4	1.0	-10	-1
CC(=O)NC(CC(=O)Nc1nccs1)c1ccccc1 (stereo unspecified)	0.0	0	7	2	-6	-14	-22	0	0.6	-11	3
COCC(C)NC(=O)C1CC(=O)N(c2ccc(C)cc2)C1 (stereo unspecified)	-0.1	-1	-5	-2	3	10	6	10	-1.6	-4	1
COc1ccc(Nc2nc3ccc(C)cn3c(=O)c2/C=N/O)cc1	-0.1	-1	-3	1	-19	-34	-10	12	-0.1	6	7

# (cont.)
mol	aDG glyco up	Granule exo inh	CaV13 ICDI inh	NR2E3 ag-1	MITF TRPM1 inh	HIF-2a block	Peg3 prom inh	NR2E3 ag-2	hiPSC survival	Vif imaging	PDI turbidity
COC(=O)c1nc(-c2ccccc2)n[nH]1	-0.1	-2	-3	0	3	11	4	-8	0.3	6	9
CCOc1ccc2nc(CN3CCN(Cc4ccccc4OCC)C(CCO)C3)ccc2c1 (stereo unspecified)	0.2	4	-4	3	20	26	15	-22	-0.8	6	-6
CCCCn1c(NC(=O)C2CCCCC2)nc2ccccc21	1.4	-1	.	2	4	18	19	-7	-0.8	-5	4
CCOc1ccccc1NC(=S)Nc1ccc2cn[nH]c2c1	-0.1	3	-2	0	-9	-60	-53	-27	-0.6	-2	6
NC1=NC2(CCCCC2)N=C(Nc2ccc(Br)cc2)N1	-0.2	-3	-7	-3	11	20	8	-24	-1.1	-5	-6
CCc1cccc(CC)c1NC(=O)C(NS(=O)(=O)c1cccs1)c1ccccc1 (stereo unspecified)	0.2	0	2	-1	-5	15	4	-20	-1.8	17	4
Cc1c(C)c2cc(Cl)c(OCC(=O)Nc3ccccn3)cc2oc1=O	1.6	-7	-4	.	.	-96	-49	-34	0.9	1	-13
C=CCn1c(SCC(=O)c2ccc(OC)cc2)nnc1C(C)NC(=O)c1cccs1 (stereo unspecified)	0.4	-2	-9	-2	11	7	-3	-6	-1.3	.	-3
CC(=O)Nc1ccc(CN2CCN(Cc3ccc(C)cc3)C(CCO)C2)cc1 (stereo unspecified)	0.0	-4	2	4	-8	11	8	-11	0.2	0	-4
O=C(COC(=O)CCNS(=O)(=O)c1ccccc1)NNC(=O)c1ccccc1	0.2	0	-5	-2	0	6	1	-2	0.3	0	0
CN(C)C1=NCCN1CC1CCCC1	0.0	10	-6	1	7	7	3	-25	-2.6	-8	0
COc1cc(OC)c(NC2=NCCCCC2)cc1Cl	0.1	-2	.	2	15	4	8	-27	1.7	12	-3
COc1ccc(CCNC(=O)CC(=O)NCCc2ccc(OC)cc2)cc1	0.0	-2	-18	4	8	1	0	9	0.0	4	-15
